Rad51 HR inh = Rad51 (human) homologous recombination inhibition; Q06609; hRad51 DNA strand exchange, fluorescence dequenching; inhibition, % at 10 µM; hit rate 0.085% among 200,000;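 active means inhibition above 40% at the single screening dose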;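 further: 0% = DMSO control wells and 100% = blanks with heterologous ssDNA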
Target sequence (Q06609 whole entry, looked up): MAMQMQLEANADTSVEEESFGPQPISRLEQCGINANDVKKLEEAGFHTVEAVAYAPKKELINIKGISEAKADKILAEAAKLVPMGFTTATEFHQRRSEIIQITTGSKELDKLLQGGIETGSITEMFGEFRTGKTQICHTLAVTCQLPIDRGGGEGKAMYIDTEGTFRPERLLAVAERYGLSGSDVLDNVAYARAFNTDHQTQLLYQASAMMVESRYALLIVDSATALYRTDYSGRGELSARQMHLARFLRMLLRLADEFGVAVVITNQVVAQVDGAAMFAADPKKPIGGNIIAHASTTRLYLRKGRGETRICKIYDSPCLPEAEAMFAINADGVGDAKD
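Test system: preformed human Rad51 ssDNA filaments; also added: Donor/quencher-labelled 47-bp dsDNA substrate; doses: 10 µM final, single point; times: 37 °C 15-min filament assembly, 30-min compound preincubation, 15-min exchange; detection: FRET fluorescence dequenching, excitation 485 nm, emission 520 nm; read-out basis: Fluorescence-based percent inhibition, control- and blank-normalised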
FXIa inh 1536 = inhibitors of human coagulation factor XIa. P03951. purified FXIa, Boc-Glu-Ala-Arg-AMC fluorogenic substrate. inhibition, % at 5 µM. hit rate 0.14% among 220,000. AID 798;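 active means inhibition of at least 40%; inactive means inhibition below 40%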;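 further: fluorescence of freed AMC excited at 355 nm; 0% = enzyme without compound and 100% = no enzyme blank; many of its hits are not listed in these tables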
Target sequence (P03951 19-387 limits assumed): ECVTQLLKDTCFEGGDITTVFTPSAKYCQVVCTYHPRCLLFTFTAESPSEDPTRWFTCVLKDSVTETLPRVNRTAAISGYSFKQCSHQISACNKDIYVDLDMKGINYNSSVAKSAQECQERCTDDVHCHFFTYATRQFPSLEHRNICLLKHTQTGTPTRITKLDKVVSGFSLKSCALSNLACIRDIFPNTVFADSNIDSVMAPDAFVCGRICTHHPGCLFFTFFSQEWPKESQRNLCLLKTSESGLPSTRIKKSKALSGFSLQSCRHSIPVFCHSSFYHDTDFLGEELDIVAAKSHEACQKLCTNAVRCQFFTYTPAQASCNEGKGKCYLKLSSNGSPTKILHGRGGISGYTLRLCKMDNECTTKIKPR
Target sequence (P03951 388-625 limits assumed): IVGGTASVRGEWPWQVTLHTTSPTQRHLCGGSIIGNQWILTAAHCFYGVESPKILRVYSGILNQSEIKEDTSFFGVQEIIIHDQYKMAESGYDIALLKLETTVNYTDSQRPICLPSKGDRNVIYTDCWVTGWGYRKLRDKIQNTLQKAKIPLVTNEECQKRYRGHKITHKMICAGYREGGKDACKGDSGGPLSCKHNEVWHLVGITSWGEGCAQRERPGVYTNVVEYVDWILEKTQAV
KLK5 inh = kallikrein 5 (human) inhibition; recombinant hK5, fluorogenic AMC substrate cleavage; hit rate 0.59% among 210,000; Q9Y337; AID 873; inhibition, % at 5 µM;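 active means inhibition of 40% or more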;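 further: 0% = enzyme controls without compound and 100% = no-enzyme blanks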
Wee1 degr inh = blocks degradation of human Wee1 kinase; P30291; HeLa Luc-Wee1K328M stability, luciferase luminescence; 100% = proteasome inhibitor MG132 effect; reporter increase, % at 5 µM; hit rate 1.2% among 220,000; AID 1321;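 active means activation above the mean of all tested compounds plus 3 SD, set per screening run, cut at about 8.8% in these data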;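 further: cells exposed to compound for 20 h before luminescence read; 0% = DMSO alone and 100% = MG132 at 30 µM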
FXIIa inh 1536 = blocks human coagulation factor XIIa protease activity; P00748; purified FXIIa, Boc-QGR-AMC fluorogenic substrate, 2 h; inhibition, % at 5 µM; hit rate 0.3% among 220,000; AID 800; in the data active means inhibition above about 40%;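 further: 0% = enzyme with no compound and 100% = blank without enzyme; many of its hits are not listed in these tables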
14-3-3 Bad PPI = disrupts binding of bovine 14-3-3 zeta to phospho-Bad peptide. inhibition, % at 21.7 µM. P63103. hit rate 0.71% among 220,000. TR-FRET 14-3-3zeta/Dy647-pBad peptide displacement, 1 h;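 active means inhibition above about 70%, limit read from the data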;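 further: 0% = full 14-3-3 plus peptide FRET controls and 100% = background without 14-3-3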
eIF4E 4G PPI = blocks eIF4E binding to eIF4G; P63073+Q04637; TR-FRET eIF4E-eIF4GI(517-606) binding, 2 h; inhibition, % at 21.7 µM; hit rate 0.37% among 220,000; AID 782;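 active means inhibition above about 30%, limit read from the data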;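 further: 0% = full FRET control wells and 100% = background wells lacking eIF4GI fragment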
MDM2 E3 inh = Mdm2 E3 ligase (human) inhibition; Q00987; cell-based MDM2 ubiquitination luciferase reporter, 2 h; 0 = plate control, 100 = twice control, blank-subtracted; signal enhancement, % at 5 µM; hit rate 0.11% among 210,000; AID 1230;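 active means signal enhancement of 30% or more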;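 further: luminescence tracks abundance of the self-degrading MDM2-luciferase fusion protein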
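system = mammalian cells stably expressing self-ubiquitinating, self-degrading MDM2 E3–luciferase fusion | quantity = 2000 cells per well seeded | incubation = 4 h cell settling then 2 h compound exposure, 37 °C | signal = SteadyLite luminescence, 15 min reagent step | benchmarks = plate control and blank wells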
p97 inhibitor = inhibitors of human p97 ATPase; P55072; recombinant p97 ATPase, Kinase-Glo ATP luminescence, 3 h; inhibition, % at 8 µM; hit rate 0.42% among 220,000; in the data active means inhibition above about 15%;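 further: 0% = DMSO vehicle and 100% = wells lacking enzyme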
An asterisk follows results filed as active; / = not tested or not shown; [ ] = dose if it differs, or a comment.

Values run as follows: Rad51 HR inh, FXIa inh 1536, KLK5 inh, Wee1 degr inh, FXIIa inh 1536, 14-3-3 Bad PPI, eIF4E 4G PPI, MDM2 E3 inh, p97 inhibitor
> CSCCC1NC(=O)N(CC(=O)Nc2c(C(C)C)cccc2C(C)C)C1=O (configuration not stated)
→ 2.8, -4.8, -4.1, -3.3, /, -5.0, 1.4, -3.2, 3.1
> CC(C)(C)NC(=O)C(=O)NN=C1CCCCCCCCCCC1
→ -4.0, -4.2, -1.2, 0.1, 10.2, 21.7, -1.9, -2.4, 0.2
> COC(=O)N(C)c1ccccc1C(=O)N1CCOCC1
→ -1.9, 1.9, 4.8, -0.6, 13.4, 6.0[fluorescence artefact?], 4.6[fluorescence artefact?], -3.9, 6.8
> Cc1cc(=O)[nH]c(NN=C(CC(C)C)CC(C)C)n1
→ 2.1, -3.4, -8.0, -1.4, 4.0, -2.5[fluorescence artefact?], 1.4, -4.8, -8.2
> COc1ccc(/C=C(\NC(=O)c2ccccc2)C(=O)N/N=C/c2sccc2C)cc1
→ 8.0, -6.4, -13.7, 3.5, 1.0, 1.1, -6.0, -9.8, 2.4
> Nc1ccc(N=Nc2ccccc2Cl)c(N)n1
→ /, 4.9, 5.0, -2.5, 10.5, 3.5, -4.5, /, 7.1
> N#CCCCN1C(=O)C(=C(C#N)C#N)c2ccccc21
→ -4.5, -7.0, -2.9, -1.0, 5.2, -8.8, -0.5, 2.7, -0.3
> Cc1noc(C)c1COC(=O)CCc1ccc(S(=O)(=O)N2CCCCC2)cc1
→ 1.5, 0.1, -7.2, -0.5, 12.8, -1.2[fluorescence artefact?], 0.3, -9.8, 0.2
> CCN(CC)S(=O)(=O)c1ccc2nc(NC(=O)c3ccco3)sc2c1
→ /, 2.8, /, 9.6*, 9.8, -4.8, 1.4, /, 4.0
> CCCNCc1cc(OCC)c(OCC(=O)Nc2ccccc2)cc1Br
→ -1.9, 1.9, -3.6, -0.1, 7.1, -3.3, 1.7, -17.1, -3.1
> O=S(=O)(c1ccc(C2CCCCC2)cc1)N1CCCC1
→ 2.3, 2.5, 3.4, -0.4, -3.0, 10.3, 0.9, -15.8, -10.2
> COc1ccc(OCC(=O)Nc2ccc(S(=O)(=O)N3CCOCC3)cc2)cc1
→ 0.7, 5.1, -1.8, -1.8, 8.0, 11.0, -0.1[fluorescence artefact?], -15.6, 3.6
> Cc1ccccc1C(=O)NNC(=S)NC(=O)COc1ccccc1
→ 5.4, 18.1, -176.2, -2.8, 27.4, 3.9, 0.7, -17.3, 7.6
> COc1ccc(CCCc2nnc(SCC(=O)N/N=C\c3ccc(O)c(OC)c3)o2)cc1C
→ 15.0, -3.8, 26.2, 3.1, 10.4, -3.3, 1.2, -0.1, 1.8
> CCCCNC(=O)Nc1ncn[nH]1
→ -11.5, 8.3, 7.8, 0.3, 7.7, 0.4, -3.1, -6.0, 6.1

Ordered by SMILES length (rising): three of the compounds above.
Values run as follows: Rad51 HR inh, FXIa inh 1536, KLK5 inh, Wee1 degr inh, FXIIa inh 1536, 14-3-3 Bad PPI, eIF4E 4G PPI, MDM2 E3 inh, p97 inhibitor
> COC(=O)N(C)c1ccccc1C(=O)N1CCOCC1
→ -1.9, 1.9, 4.8, -0.6, 13.4, 6.0[fluorescence artefact?], 4.6[fluorescence artefact?], -3.9, 6.8
> Cc1cc(=O)[nH]c(NN=C(CC(C)C)CC(C)C)n1
→ 2.1, -3.4, -8.0, -1.4, 4.0, -2.5[fluorescence artefact?], 1.4, -4.8, -8.2
> CCN(CC)S(=O)(=O)c1ccc2nc(NC(=O)c3ccco3)sc2c1
→ /, 2.8, /, 9.6*, 9.8, -4.8, 1.4, /, 4.0

Next section.
Values run as follows: Rad51 HR inh, FXIa inh 1536, KLK5 inh, Wee1 degr inh, FXIIa inh 1536, 14-3-3 Bad PPI, eIF4E 4G PPI, MDM2 E3 inh, p97 inhibitor
> Cc1ccc(SC(C)C(=O)NCC(C)C)cc1 (configuration not stated)
→ 9.7, 5.3, 3.8, 0.5, 5.5, -1.7, 2.0[fluorescence artefact?], 1.3, -0.3
> Cc1ccccc1C(=O)NNC(=O)c1ccoc1C
→ -4.5, 2.4, 63.2*, -0.2, -0.4, 4.2[fluorescence artefact?], -5.8, 3.0, -2.0
> COc1ccccc1/C=C(/CC(=O)NCc1ccccc1)c1nc2ccccc2s1
→ -6.2, 8.5, 2.3, 5.5, 11.6, -4.2, -1.9, -38.5, 1.1
> O=C(Oc1cccc([N+](=O)[O-])c1)N1CCCCC1
→ -9.2, 1.4, -4.7, -0.7, 11.0, -9.1, 0.2, -73.4, 2.0
> COc1ccc(-n2c(=O)[nH]cc(C(=O)N3CCCc4ccccc43)c2=O)cc1
→ -12.0, -8.1, -3.0, -1.6, 2.5, 0.8, -0.2, -8.4, -4.1
> Cc1sc2nc(C)n(/N=C/N(C)C)c(=O)c2c1C
→ /, 0.7, 0.1, -2.4, 6.8, -0.4, -1.8, /, 1.4
> CCOC(=O)C1(CCOC)CCN(Cc2nc(C(C)C)cs2)CC1
→ 2.1, -6.0, -3.7, 4.7, 2.5, -3.6, -2.6, -6.3, -5.0
> Cc1sc(NC(=O)CSc2nnc3scc(-c4ccccc4)n23)c(C#N)c1C
→ 7.4, -3.6, 5.9, -3.9, -17.5, 23.3, -2.5, -13.1, 4.7
> Cc1cc(-n2c(C)cc(C(=O)CN3C(=O)NC4(CCCCCC4)C3=O)c2C)no1
→ 0.7, 3.9, 14.9, -3.0, 13.9, 8.9, -6.2, 0.8, 0.8
> O=C(Nc1cccc2ccccc12)/C(=C/c1ccc([N+](=O)[O-])cc1)NC(=O)c1ccccc1
→ /, 13.9, -4.6, 1.5, 14.7, -4.6, 5.0, 4.4, 3.3
> C=CCn1c(C)cc(C(=O)Cn2c(C(C)O)nc3ccccc32)c1C (configuration not stated)
→ -1.4, -5.2, -7.3, -1.2, -1.1, -3.4, 3.1, -14.3, 1.4
> NC(N)=N/N=C/c1ccc2cccc(OCc3ccccc3)c2n1
→ 7.1, 17.4, -2.2, 1.4, 1.9, 1.4, 3.8, -17.4, 6.2
> O=C(Nc1ccc(S(=O)(=O)N2CCCCC2)cc1)C1CCCN(C(=O)c2ccc(Cl)cc2)C1 (configuration not stated)
→ 1.5, 4.5, -13.0, -3.0, 12.6, -17.9, 3.2, -5.7, -0.2
> Cn1c(CN2CCCC2)nc2cc(NC(=O)C3CCCCC3)ccc21
→ -2.7, -6.6, -8.7, 6.9, -5.5, /, /, -11.7, -4.0
> O=C(CN1CCCCCCC1)N/N=C/c1ccc(F)cc1F
→ 10.2, 6.2, -17.4, 9.6*, 11.6, -22.7[fluorescence artefact?], -2.9[fluorescence artefact?], -0.3, 2.8
> CCC(C)(C(=O)Nc1c(C)cccc1C)N(C)C(=O)c1ccc2ccccc2n1 (configuration not stated)
→ 5.7, 0.1, 0.6, 7.5, 1.2, -0.7, -0.1, -13.2, 6.7
> CCCCNc1nc2ccccc2[nH]1
→ 19.2, -4.4, 3.5, -2.3, 9.0, 0.2, 0.9, -21.2, -3.4
> c1ccc(-n2c3ccccc3c3ccccc32)cc1
→ -0.7, 4.1, 6.3, 0.0, 2.6, -4.7, 1.3, -16.8, 4.6
> COCCN1C(=O)N[C@@H](c2ccc(Br)cc2)C(C(=O)OC)=C1C
→ /, -4.7, -10.5, -0.3, 5.4, 5.2[fluorescence artefact?], -0.8, /, 1.3
> CN(C)CCCNC(=O)c1ccc(Cl)c(S(=O)(=O)N(C)c2ccccc2)c1
→ -1.9, -2.6, -29.6, -2.4, -5.4, 5.3[fluorescence artefact?], 1.0, -7.7, 3.0
> CCc1nn2cc(C(=O)c3cc(Cl)ccc3O)cnc2c1-c1ccc(F)cc1
→ 0.0, 25.6, -4.6, 0.7, 23.8, 12.1, -3.7[fluorescence artefact?], -4.5, 2.5
> CCOc1ccc(C(=O)NCc2ccccn2)cc1
→ 5.8, 2.3, -5.0, -1.5, 14.2, -8.2, 0.3, -22.1, 3.7
> COc1ccccc1N(CC(=O)N/N=C/c1c(O)ccc2ccccc12)S(C)(=O)=O
→ -45.7, 0.9, -3.2, 4.9, 5.0, -3.1, 0.9, -10.8, -0.1
> Cc1cccc(NC(=O)C2CC(=O)n3ncnc3N2)c1 (configuration not stated)
→ -8.9, 2.2, 2.8, -2.5, 6.3, -1.0, 2.1, -9.1, 6.4
> CCCNS(=O)(=O)c1ccc(OCC(=O)NCc2ccc3c(c2)OCO3)cc1
→ 2.1, -0.8, -12.4, -1.3, -7.6, -4.9, -7.7, -4.9, 1.5
> CN(Cc1cccs1)CC(O)COCc1ccco1 (configuration not stated)
→ -1.3, -9.2, -23.5, -1.0, 6.0, -18.7, -1.9[fluorescence artefact?], -25.7, 0.2
> COc1ccc(CC(=O)O/N=C(\N)c2ccc(OC)cc2)cc1
→ /, -0.5, 3.4, 1.7, 7.1, -2.0, -6.3, -7.9, 2.8
> C=CCn1c(SCC(=O)NC(=O)c2cccc([N+](=O)[O-])c2)nnc1-c1ccccc1F
→ 0.8, 2.8, -7.5, -0.7, 12.6, 0.5, -5.1, -7.9, 6.3
> O=C(CCN1CCCCCC1)Nc1ccc2c(c1)OCCO2
→ -2.5, -6.1, 0.0, 1.6, 9.5, 27.5, 4.8, -2.9, -4.0
> CC(C)(CO)NS(=O)(=O)c1ccc2c(c1)C(=O)c1cc(S(=O)(=O)NC(C)(C)CO)ccc1-2
→ 9.6, -0.7, -1.4, 2.4, 7.7, -4.8, -7.0, /, 5.5
> c1ccc2sc(Cc3nnc4n3CCCCC4)nc2c1
→ -0.6, 2.8, -26.4, 2.0, 4.9, 13.0, 4.1, -3.5, 5.9
> CCc1nnc2n1N=C(c1ccc(-c3cc(Cl)ccc3Cl)o1)CS2
→ 0.2, -2.9, -1.0, 0.1, 10.6, 7.0, -2.8, -5.8, -1.1
> COC(=O)c1cc(NC(=S)Nc2cc(Cl)cc(Cl)c2)cc(C(=O)OC)c1
→ /, 8.6, -8.2, 1.0, 10.1, -4.9, 3.1[fluorescence artefact?], -9.5, 6.5
> CC(=O)OC1=C(C#N)Cn2ccc3cccc1c32
→ 2.5, -6.1, 20.8, 0.2, 1.8, 5.9[fluorescence artefact?], 31.5*, -15.2, -0.5
> CCOC(=O)N1CCN(C(=O)c2ccc(N(C)S(C)(=O)=O)cc2)CC1
→ /, -9.4, -0.5, 3.1, -1.1, -6.1, -1.9, -16.6, 3.3
> C=COC(=O)CSc1nc(-c2cccs2)ccc1C#N
→ 2.8, -3.2, -15.9, -1.1, -16.9, /, /, -17.1, 0.7
> Cc1ccc(-n2nc3ccc(NC(=O)C(C)C)cc3n2)cc1
→ 12.6, -0.5, -9.5, 8.2, 3.0, 19.7, 2.0, -26.2, 3.8
> CCOC(=O)c1cn2nc(Oc3ccc(C)cc3)ccc2n1
→ 32.9, 3.9, 2.4, 1.8, 7.0, 33.3, -2.0, -8.1, -3.3
> O=C(O)c1ccc(/C=N/Nc2nnnn2-c2ccccc2)cc1
→ -5.6, 3.9, -5.8, -1.6, 11.5, 10.2, 0.6[fluorescence artefact?], -7.7, -1.1

High-throughput results deposited in PubChem by several laboratories.
